UPR XBP1 act: activators of adaptive arm of unfolded protein response (XBP1); activation, % at 20 µM; CHO-XBP1 luciferase reporter, IRE1-XBP1 UPR activation, luminescence; percent of tunicamycin response, DMSO as zero; 330,000 compounds, 0.33% hits;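 active = versus positive control, 20 µM dose yields 30% or more activation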;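 also: 100% = tunicamycin at 10 µg/mL and 0% = DMSO only wells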
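Material: IRE1-XBP1 luciferase reporter CHO line / Quantity: one thousand reporter cells per well / Buffer or medium: F12 with 10% serum / Compound: 20 µM single concentration, DMSO 1% / Times: 6 h treatment, 37 °C / Detection: Steady-Glo luciferase glow luminescence, 10 min after reagent addition / Benchmarks: tunicamycin high, DMSO low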
CXCR6 block: CXCR6 (human) receptor inhibition; O00574; AID 602244; CHO-K1 PathHunter CXCR6 beta-arrestin, luminescence; 360,000 compounds, 0.36% hits; inhibition, % at 20 µM; in the data active = inhibition above about 34%, passing the limit was not always enough;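 also: antagonist mode with CXCL16 agonist at 10 nM final; 0% = 10 nM CXCL16 with DMSO and 100% = unstimulated wells without agonist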
Target sequence (O00574 whole entry, looked up): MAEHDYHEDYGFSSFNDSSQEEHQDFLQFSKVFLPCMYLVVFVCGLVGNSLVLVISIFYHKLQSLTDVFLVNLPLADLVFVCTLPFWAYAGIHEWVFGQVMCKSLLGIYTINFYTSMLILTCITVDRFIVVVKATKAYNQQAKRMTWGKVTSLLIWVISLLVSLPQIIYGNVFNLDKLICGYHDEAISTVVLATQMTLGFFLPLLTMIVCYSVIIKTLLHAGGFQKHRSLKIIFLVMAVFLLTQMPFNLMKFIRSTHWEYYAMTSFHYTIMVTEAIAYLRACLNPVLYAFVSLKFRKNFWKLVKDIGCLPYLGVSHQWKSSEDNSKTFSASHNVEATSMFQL
Mdm2 MdmX PPI: inhibitors of human Mdm2/MdmX interaction; inhibition, % at 8 µM; SaOS-2 split-luciferase Mdm2/MdmX complementation, luminescence; O15151+Q00987; 330,000 compounds, 3% hits;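 active = inhibition of at least 50% at 8 µM in the primary screen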
Gli-Sufu block: Gli-Sufu pathway antagonism; Sufu-KO-LIGHT fibroblasts, Gli luciferase reporter luminescence; inhibition, % at 5 µM; 340,000 compounds, 0.74% hits; AID 588413;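 active = inhibition above about 55%, limit read from the data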;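 also: 0% = DMSO-treated cells and 100% = wells with medium but no cells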
EBI2 block: blocks human EBI2 receptor beta-arrestin signaling; 360,000 compounds, 0.81% hits; AID 651636; EBI2 beta-arrestin recruitment, luminescence, 7a,25-OHC stimulated; inhibition, % at 5 µM; in the data active = inhibition above about 38%;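 also: enzyme fragment complementation signal reports receptor beta-arrestin coupling in cells; 0% = agonist plus DMSO wells and 100% = wells without agonist; some results beyond the cut were filed as inactive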
Target sequence (P32249 whole entry, looked up, the tested form may be a part): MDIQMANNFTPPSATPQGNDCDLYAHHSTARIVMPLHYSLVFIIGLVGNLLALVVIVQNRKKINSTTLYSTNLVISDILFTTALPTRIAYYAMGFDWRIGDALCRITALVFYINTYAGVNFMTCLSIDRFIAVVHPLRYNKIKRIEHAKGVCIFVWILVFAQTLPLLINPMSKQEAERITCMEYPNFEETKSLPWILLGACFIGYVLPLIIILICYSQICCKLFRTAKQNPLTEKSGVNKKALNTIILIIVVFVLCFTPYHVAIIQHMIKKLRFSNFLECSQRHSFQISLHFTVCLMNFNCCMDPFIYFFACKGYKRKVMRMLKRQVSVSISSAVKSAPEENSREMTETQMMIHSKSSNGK
697 NFkB inh: lowers PMA/ionomycin-induced NF-kB signal in 697 B cells | 697 B-cell NF-kB luciferase reporter, 16 h | inhibition, % at 4 µM | 330,000 compounds, 0.33% hits | AID 435022; in the data active = inhibition above about 35%
UPR CHOP act: activators of apoptotic arm of unfolded protein response (CHOP). CHO-CHOP luciferase reporter, UPR activation, luminescence; percent of tunicamycin response over DMSO baseline. activation, % at 10 µM. 330,000 compounds, 0.34% hits;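 active = at 10 µM dose, activation of 40% or more, normalized to positive control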;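 also: 100% = tunicamycin at 10 µg/mL and 0% = DMSO alone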
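Test system: CHO CHOP reporter cells. Input: 500 CHO-CHOP cells per well. Medium: F12 with 10% FBS. Technique: luciferase luminescence. Measure: percent activation relative to tunicamycin control. Dosing: 10 µM compound, 0.5% DMSO. Timing: 16-18 h cell attachment, then 6 h compound exposure, 37 °C.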
Jurkat NFkB inh: inhibitors of the PMA/ionomycin-induced NF-kB reporter in Jurkat cells. inhibition, % at 4 µM. 330,000 compounds, 0.53% hits. PMA/ionomycin-induced NF-kB luciferase reporter, luminescence; in the data active = inhibition above about 50%
CCR6 antagonist: antagonists of human CCR6 receptor. inhibition, % at 20 µM. CHO-K1 CCR6 PathHunter beta-arrestin, luminescence, CCL20-stimulated. 340,000 compounds, 0.49% hits. AID 493098. P51684;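 active = compounds whose inhibition of the agonist-driven luminescence signal at 20 µM reaches about 50%, limit read from the data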;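 also: cells stimulated with CCL20 at 14 nM final; plate controls were DMSO with CCL20 for no effect and DMSO without agonist for full effect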
Target sequence (P51684 whole entry, looked up): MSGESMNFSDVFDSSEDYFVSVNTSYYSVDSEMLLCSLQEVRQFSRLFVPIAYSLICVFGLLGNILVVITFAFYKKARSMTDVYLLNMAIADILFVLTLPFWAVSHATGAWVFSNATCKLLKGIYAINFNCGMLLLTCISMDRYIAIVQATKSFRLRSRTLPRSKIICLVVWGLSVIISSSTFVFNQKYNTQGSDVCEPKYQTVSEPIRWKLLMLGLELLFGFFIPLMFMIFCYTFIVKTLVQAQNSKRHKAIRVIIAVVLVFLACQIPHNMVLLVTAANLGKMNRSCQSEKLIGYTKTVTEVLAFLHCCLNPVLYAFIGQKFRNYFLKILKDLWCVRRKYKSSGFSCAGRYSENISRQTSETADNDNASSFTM
Starred values were filed as active, the others as inactive; . = not tested or not shown.

SMILES	UPR XBP1 act	CXCR6 block	Mdm2 MdmX PPI	Gli-Sufu block	EBI2 block	697 NFkB inh	UPR CHOP act	Jurkat NFkB inh	CCR6 antagonist
Cn1c(=O)c2c(-c3ccccc3)n3c4ccccc4ncc3c2n(C)c1=O	4	.	16	.	.	-54	-1.4	8	.
Cc1ccc(NC(=O)COc2coc(CN3CCN(c4ccccc4)CC3)cc2=O)cc1	-1	-6	3	9	-3	2	2.6	19	2
COc1ccc2c(c1)c(C(=O)N/N=C/c1ccc(O)c(O)c1)c(C)n2C	17	9	-1	10	-6	-40	8.5	-6	14
Cc1cccc(NC(=O)CCNS(=O)(=O)c2cccc3nonc23)c1C	-2	0	-1	-5	-2	2	-2.4	8	8
CC(=O)c1ccccc1OCCCOc1cccc2cccnc12	.	2	.	7	13	.	.	.	7
Cc1cc(NS(=O)(=O)c2ccc(NC(=S)NC(=O)c3ccc(Cl)cc3Cl)cc2)no1	-6	9	24	4	10	20	1.4	16	52*
Cc1ccc(NC(=O)C2CCN(S(=O)(=O)c3cccc(C(F)(F)F)c3)CC2)nc1	-3	-2	-14	4	13	4	0.0	15	9
Nc1c(C(=O)c2ccc(Cl)cc2)sc2c1c(=O)[nH]c(=O)n2-c1ccccc1	6	5	23	3	-5	-18	1.7	16	-7
CCCCn1c(N)c(N(CCOC)C(=O)c2cnc(C)cn2)c(=O)[nH]c1=O	2	7	39	-9	1	0	-0.4	4	13
CCC(c1nnnn1CS(=O)(=O)c1ccc(C)cc1)N1CCC(C(N)=O)CC1 (stereo not drawn)	2	-11	-3	23	-19	3	2.6	-22	5
Cc1cc(Br)ccc1OCc1nnc(-c2ccccc2)o1	.	-10	.	-43	16	.	.	.	14
COC(=O)c1ccc(Cl)c(S(=O)(=O)N2CCCC2)c1	-1	3	-10	3	3	10	-1.0	-8	4

Among those listed so far, these contain a Cl atom.
SMILES	UPR XBP1 act	CXCR6 block	Mdm2 MdmX PPI	Gli-Sufu block	EBI2 block	697 NFkB inh	UPR CHOP act	Jurkat NFkB inh	CCR6 antagonist
Cc1cc(NS(=O)(=O)c2ccc(NC(=S)NC(=O)c3ccc(Cl)cc3Cl)cc2)no1	-6	9	24	4	10	20	1.4	16	52*
Nc1c(C(=O)c2ccc(Cl)cc2)sc2c1c(=O)[nH]c(=O)n2-c1ccccc1	6	5	23	3	-5	-18	1.7	16	-7
COC(=O)c1ccc(Cl)c(S(=O)(=O)N2CCCC2)c1	-1	3	-10	3	3	10	-1.0	-8	4

The list continues.
SMILES	UPR XBP1 act	CXCR6 block	Mdm2 MdmX PPI	Gli-Sufu block	EBI2 block	697 NFkB inh	UPR CHOP act	Jurkat NFkB inh	CCR6 antagonist
Cc1nn(CCOc2ccccc2)c(=O)n1-c1ccccc1	9	0	-26	-36	1	-51	4.2	-50	8
Cc1ccc(OCC(=O)Nc2sc3c(c2C#N)CC(C)(C)NC3(C)C)cc1	3	2	17	5	-3	-8	1.8	-16	3
Cc1ccc(N(CC(=O)NCC2CCCO2)C(=O)Cn2nnc(-c3cccs3)n2)cc1 (stereo not drawn)	-5	1	16	0	39	12	-1.7	10	-9
COc1cc(/C=N/NC(=O)C(=O)NCc2ccco2)cc(Br)c1O	1	9	20	1	-13	13	0.3	-3	16
CC(O)Cc1nsc(NC(=O)c2cccs2)n1 (stereo not drawn)	-2	5	-23	-3	-2	-15	0.1	-7	-4
CCOc1cccc(C(=O)NC(=S)NCc2cccnc2)c1	-2	2	14	-5	1	10	0.5	-12	4
CC1C(=O)N2CCCc3cc(S(=O)(=O)N(C)Cc4ccccc4)cc1c32 (stereo not drawn)	-4	1	20	5	0	2	0.8	5	7
CC(C)C(=O)Nc1ccc(C(=O)NNC(=O)CCCOc2ccc(Cl)cc2Cl)cc1	-1	-10	-2	-3	-1	3	-1.0	5	9
CCOC(=O)c1nnc2cc(-c3ccc(Br)cc3)nn2c1C	-3	-6	3	-4	-2	-27	-0.1	-23	4
CCCCOc1cc(NCc2ccccc2)c2ncn(C(C)C)c2c1	-1	-38	47	7	-41	-12	-0.9	13	13
COc1ccc(C(=O)Nc2cc(Cl)ccc2C(=O)O)cc1	1	1	-4	-4	4	17	0.7	-8	-2
COC(=O)c1ccc(NC(=O)C2CCN(C(=O)c3cc(OC)c(OC)c(OC)c3)CC2)cc1	-1	9	28	2	-8	-15	0.9	0	9

A run of entries from the list above, as a working copy:
SMILES	UPR XBP1 act	CXCR6 block	Mdm2 MdmX PPI	Gli-Sufu block	EBI2 block	697 NFkB inh	UPR CHOP act	Jurkat NFkB inh	CCR6 antagonist
CCCCOc1cc(NCc2ccccc2)c2ncn(C(C)C)c2c1	-1	-38	47	7	-41	-12	-0.9	13	13
COc1ccc(C(=O)Nc2cc(Cl)ccc2C(=O)O)cc1	1	1	-4	-4	4	17	0.7	-8	-2
COC(=O)c1ccc(NC(=O)C2CCN(C(=O)c3cc(OC)c(OC)c(OC)c3)CC2)cc1	-1	9	28	2	-8	-15	0.9	0	9

Further records.
SMILES	UPR XBP1 act	CXCR6 block	Mdm2 MdmX PPI	Gli-Sufu block	EBI2 block	697 NFkB inh	UPR CHOP act	Jurkat NFkB inh	CCR6 antagonist
CCCCC(=O)Nc1ccc(C(=O)Nc2cccnc2)cc1	2	-3	2	1	1	-9	2.1	4	-1
Cc1occc1C(=O)NNC(=O)Nc1ccc(F)cc1F	-1	-12	-42	1	-3	2	-1.3	4	-5
Cc1nc2sc(C(c3ccc(F)cc3)N3CCN(C(=O)c4ccco4)CC3)c(O)n2n1 (stereo not drawn)	0	-4	4	-2	-1	7	0.9	-4	3
COc1ccccc1NC(=O)CN1C(=O)C(C)Oc2ccccc21 (stereo not drawn)	-1	-5	-9	4	-2	-8	-2.5	-7	7
O=C(NCCCn1ncc2ccccc21)c1cc(COc2c(F)cccc2F)on1	-2	1	-5	2	4	9	-0.5	2	25
O=C(COc1ccc2c(c1)OCO2)Nc1ccc2c(c1)oc1ccccc12	-6	-8	50*	-5	5	-72	-1.0	6	1
CCc1cc2c(=O)n(CC(=O)NCCc3ccc(OC)c(OC)c3)cnc2s1	-2	0	-9	6	0	-3	-3.4	-4	2
O=S(=O)(NCCN1CCN(S(=O)(=O)c2ccccc2F)CC1)c1ccccc1F	2	-1	21	-6	5	14	1.1	9	1
Cc1cccc(NC(=O)NC(=S)NC(=O)c2ccccc2)c1	1	19	-39	-15	1	-7	6.6	-17	22
CCOC(=O)C1(C(=O)OCC)C(c2ccccc2)CC(O)N1C(C)=O (stereo not drawn)	-1	5	10	1	-3	7	1.1	1	8
Cc1ccc(-c2cc(N)n3nc(-c4ccc(C)cc4)cc3n2)cc1	-2	-6	20	22	23	-38	0.0	-20	-4
COC(=O)c1ccc(C(=O)OC)c(NC(=S)N2CCN(c3ccccc3F)CC2)c1	1	10	10	2	9	-12	-1.1	-3	14
NS(=O)(=O)c1ccc(CCNC(=O)/C=C/c2ccc(S(=O)(=O)N3CCOCC3)cc2)cc1	.	1	.	-1	-3	.	.	.	8
COc1ccc(CCNC(=O)c2cc3c(=O)n4cccc(C)c4nc3n(CC3CCCO3)c2=N)cc1 (stereo not drawn)	0	21	42	-16	8	-18	2.0	18	25
CC(Oc1ccc(Br)cc1)C(=O)NNC(=O)CCN1CCN(c2ccccc2)CC1 (stereo not drawn)	1	0	17	7	16	10	1.1	5	21
Cc1cc(C(=O)NNC(=O)c2ccc(S(=O)(=O)N(C)C)cc2)c(C)o1	-2	-1	1	-12	2	17	0.1	2	13
COc1cccc(N2CCN(c3ccc4nnc(CCC(=O)Nc5ccc(OC)c(OC)c5)n4n3)CC2)c1	-2	-2	27	19	1	5	1.4	16	1
Cc1cc(S(=O)(=O)NCc2ccccc2)ccc1OCC(=O)NCc1ccncc1	-2	-9	17	-6	-7	-2	-0.3	-12	8
COc1ccc(N(CC(=O)N2CC=C(c3ccccc3)CC2)S(=O)(=O)c2c(C)noc2C)cc1	-1	19	18	-6	21	13	0.9	4	15
CCOc1cc(CNCCCN2CCOCC2)cc(Br)c1OCC(=O)Nc1cccc(C(F)(F)F)c1	0	-20	98*	-1	2	18	3.0	60*	22
Cc1ccc(NC(=S)NCc2ccccc2)cc1[N+](=O)[O-]	-5	-2	13	-15	3	-10	-0.7	-8	31
Cc1ccc(S(=O)(=O)N(CC(=O)N2CCOCC2)c2ccc(Br)cc2)cc1	17	1	-1	13	7	14	1.4	23	2
COc1ccc(NC(=O)CCNC(=O)C2CCN(S(=O)(=O)c3ccc(F)cc3)CC2)cc1OC	-1	-1	7	-13	-3	7	1.6	1	-10
O=C(CSc1nc2c(c(=O)n1-c1ccc(F)cc1)SCC2)Nc1ccc2c(c1)OCO2	-2	6	17	0	11	13	0.2	-24	-3

Full records, looked up by structure:
CCOc1cccc(C(=O)NC(=S)NCc2cccnc2)c1 is entered as UPR XBP1 act: -2; CXCR6 block: 2; Mdm2 MdmX PPI: 14; Gli-Sufu block: -5; EBI2 block: 1; 697 NFkB inh: 10; UPR CHOP act: 0.5; Jurkat NFkB inh: -12; CCR6 antagonist: 4
O=C(NCCCn1ncc2ccccc21)c1cc(COc2c(F)cccc2F)on1 is entered as UPR XBP1 act: -2; CXCR6 block: 1; Mdm2 MdmX PPI: -5; Gli-Sufu block: 2; EBI2 block: 4; 697 NFkB inh: 9; UPR CHOP act: -0.5; Jurkat NFkB inh: 2; CCR6 antagonist: 25
CC(O)Cc1nsc(NC(=O)c2cccs2)n1 (stereo not drawn) is entered as UPR XBP1 act: -2; CXCR6 block: 5; Mdm2 MdmX PPI: -23; Gli-Sufu block: -3; EBI2 block: -2; 697 NFkB inh: -15; UPR CHOP act: 0.1; Jurkat NFkB inh: -7; CCR6 antagonist: -4

An excerpt from above in order of their number in 697 NFkB inh, smallest number first.
compound | 697 NFkB inh
Cc1ccc(NC(=S)NCc2ccccc2)cc1[N+](=O)[O-] | -10
Cc1cc(S(=O)(=O)NCc2ccccc2)ccc1OCC(=O)NCc1ccncc1 | -2
COc1ccc(NC(=O)CCNC(=O)C2CCN(S(=O)(=O)c3ccc(F)cc3)CC2)cc1OC | 7

(cont.)
SMILES	UPR XBP1 act	CXCR6 block	Mdm2 MdmX PPI	Gli-Sufu block	EBI2 block	697 NFkB inh	UPR CHOP act	Jurkat NFkB inh	CCR6 antagonist
Cc1cccc(C(=O)Nc2ccc(Oc3cnccn3)cc2)c1	-3	2	-16	-26	-9	-7	3.4	-1	5
CCOc1ccc(N(CC(=O)Nc2ccccc2OCC)S(=O)(=O)c2c(C)noc2C)cc1	18	3	65*	53	7	-25	1.3	57*	22
O=C(NCC1CCCO1)C(c1ccc(F)cc1)N(C(=O)Cn1nnc(-c2ccc(F)cc2)n1)c1cccc(O)c1 (stereo not drawn)	-1	-11	28	2	-1	16	0.5	-9	-11
NC(=O)[C@H]1CC2(CC(c3cccc(NC(=O)[C@H]4CCC(=O)N4)c3)=NO2)CN1C(=O)c1ccccc1C(=O)c1ccccc1 (stereo partly drawn)	0	-7	4	-9	-6	3	3.5	-1	6
CCC(=O)c1ccc(OCC(O)CN2CCCCC2)cc1 (stereo not drawn)	-1	-5	-8	-3	-5	9	5.1	-3	-9
O=C(Nc1ccc(S(=O)(=O)Nc2ncccn2)cc1)c1nn(Cc2ccccc2)c(=O)c2ccccc12	1	6	-18	3	3	5	0.1	7	21

Assay outcomes (PubChem BioAssay)
